PGC1a acetyl inh: PGC1a acetylation modulation, inhibitor mode; U2OS PGC1a acetylation, AlphaScreen anti-acetyl-lysine; with virally co-expressed GCN5 acetyltransferase; inhibition, % at 15.6 µM; 350,000 tested, 0.17% active;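 active means every replicate shows inhibition of at least 40%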;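 further: 0% = neutral control wells and 100% = positive control wells; some results beyond the cut were filed as inactive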
PglD DTNB: blocks C. jejuni PglD acetyltransferase activity | inhibition, % at 12.5 µM | AID 602405 | purified PglD enzyme, DTNB colorimetric CoA detection | 360,000 tested, 0.098% active; in the data active means inhibition above about 16%, passing the limit was not always enough; further: strong numbers were not always called active
miR122 inh: blocks miR-122 activity in Huh7 sensor cells | Huh7 miR-122 Renilla luciferase sensor, 48 h; neutral wells = 0, positive control = 100 | AID 602342 | 340,000 tested, 0.3% active | activation (reporter increase), % at 12.5 µM;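 active means mean replicate activation score at least 90 and every replicate individually at or above 90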;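 further: higher luciferase means less miR-122 activity so hits act as miR-122 inhibitors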
Cneo AK release: Cryptococcus neoformans lysis via adenylate kinase release | C. neoformans lysis, adenylate kinase release luminescence, 4 h; normalised: neutral wells 0, clomiphene wells 100 | lysis activity, % at 15 µM | 360,000 tested, 0.2% active;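 active means mean lysis activity across replicates of at least 80%, whatever share of replicates individually reach that level; inactive means mean lysis activity below 80%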
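Test system: log-phase Cryptococcus neoformans yeast cells; Quantity: yeast cell density of 5 × 10^6 cells/mL; Buffer or medium: YPD; Doses: single compound concentration per well; Timing: 4 h at 37 °C static, read 1 h later; Measured by: AK luminescence; Read-out basis: lysis from increased AK signal; Control set: Clomiphene as positive control.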
GSIS activator: primary screen for activators of insulin secretion dependent on glucose, INS-1E cells, GLuc reporter luminescence; INS-1E GLuc reporter insulin secretion, 2-3 h; activation, % at 16.6 µM; 370,000 tested, 0.61% active; AID 743287;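 active means lowest replicate activation of at least 40%, so every replicate reaches that level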;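 further: 0% = median of neutral control wells and 100% = median of IBMX positive control wells; some compounds called inactive have numbers as strong as hits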
FN deposition inh: fibronectin deposition inhibition; AH1F fibroblasts, Alexa488-fibronectin deposition fluorescence, overnight; AID 743247; inhibition, % at 12.6 µM; 350,000 tested, 0.086% active;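 active means mean inhibition across replicates of 30% or more, regardless of how many single replicates reach that level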;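 further: positive control wells lacked labelled fibronectin entirely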
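Assay system: AH1F fibroblast monolayer, labelled fibronectin deposition. Amount: 10000 cells per well. Also added: labelled fibronectin 24 nM. Compound: single-point pinned compound. Incubation: cell attachment 1 h, compound and FN exposure overnight. Detection: fluorescence after three HBSS washes, excitation 485 nm, emission 525 nm. Read-out: inhibition of fibronectin deposition signal.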
CFTR F508del cor: CFTR F508del correction in bronchial cells; CFBE cells, YFP halide quenching; stimulated with forskolin plus potentiator P3; % fluorescence drop versus neutral controls; activity (quench increase), % at 7.58 µM; 350,000 tested, 0.36% active; AID 720511;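 active means mean added fluorescence quench of at least 8% versus neutral control, with both replicates also reaching 8%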;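 further: cells transiently co-express mutant CFTR-F508del with the halide-sensitive YFP; corrector assay measuring rescue of mutant channel to the surface after 24 h compound exposure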
C2C12 statin: protects C2C12 myotubes from simvastatin toxicity | ATP luminescence, 48 h; scaled: DMSO 0, geranylgeraniol control 100 | rescue of ATP level, % at 7.49 µM | 330,000 tested, 0.78% active | AID 602340;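 active means mean ATP rescue above about 67%, or every replicate alone reaching that limit, limit read from the data, passing the limit was not always enough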;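 further: myotubes were challenged with 10 µM simvastatin during compound exposure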
* marks the source's active call; other numbers are inactive results; [ ] = dose if it differs, or a comment.

Screening CN1CCN(c2nc(-c3ccccc3)ncc2S(C)(=O)=O)CC1 returned PglD DTNB -1, Cneo AK release -1, GSIS activator 41, FN deposition inh -3, CFTR F508del cor -1.2 and C2C12 statin -8.
COc1ccc(CCNC(=O)c2cc(-c3cccs3)on2)cc1OC was read as PGC1a acetyl inh -5, PglD DTNB -1, Cneo AK release 0, GSIS activator 1, CFTR F508del cor -4.7 and C2C12 statin -11.
Screening CCCNC(=O)Nc1ccc2c(c1)C(=O)N(C)C[C@H](OC)[C@@H](C)CN(CC1CCCC1)[C@H](C)CO2 returned PGC1a acetyl inh -3, miR122 inh -15[16.7 µM], GSIS activator 1, FN deposition inh 9, CFTR F508del cor -0.8 and C2C12 statin 13.
Screening CCOC(=O)C1CCCN(C(=O)c2ccc(CNc3c(N4CCC(C)CC4)c(=O)c3=O)cc2)C1 (stereo not drawn) returned PGC1a acetyl inh 5, miR122 inh 7, Cneo AK release -1, GSIS activator 7, FN deposition inh -1, CFTR F508del cor -3.8 and C2C12 statin -2.
`CCN(CC)C(=O)C1=C(C)N(Cc2ccc(F)cc2)C(=O)C(CC(=O)NCCCN(C)C)C1` (stereo not drawn) gave PGC1a acetyl inh -1, PglD DTNB -1, miR122 inh 2, Cneo AK release -1, GSIS activator 5, FN deposition inh 3, CFTR F508del cor 0.3 and C2C12 statin 5.
Cc1ccc(NC(=O)c2ccc(CNc3c(N4CCOCC4)c(=O)c3=O)cc2)cc1 was read as PGC1a acetyl inh 0, PglD DTNB -8, miR122 inh -7, Cneo AK release 0, GSIS activator 9, FN deposition inh -3, CFTR F508del cor -0.3 and C2C12 statin 9.
For O=C(C[C@H]1CC[C@@H](NC(=O)C2CC2)[C@@H](CO)O1)NCCCN1CCOCC1 the results were PGC1a acetyl inh -6, PglD DTNB 16, miR122 inh 2[16.7 µM], Cneo AK release 12, GSIS activator 11, FN deposition inh 6, CFTR F508del cor 0.2 and C2C12 statin -4.
Screening O=C(COC(=O)c1ccccc1F)Nc1cccnc1Cl returned PGC1a acetyl inh -10, GSIS activator 10, FN deposition inh -1 and CFTR F508del cor -6.5.
CO[C@@H]1CN(C)C(=O)c2ccc(NC(=O)Nc3cc(F)ccc3F)cc2OC[C@H](C)N(C(=O)c2ccccn2)C[C@H]1C was read as PGC1a acetyl inh 2, PglD DTNB 1, Cneo AK release 0, GSIS activator -11, FN deposition inh -2, CFTR F508del cor 1.6 and C2C12 statin -1.
Screening CCn1c(C)nc2cc(S(=O)(=O)C(F)F)ccc21 returned PGC1a acetyl inh 14, PglD DTNB 0, Cneo AK release 0, GSIS activator 19, FN deposition inh 5 and C2C12 statin 3.
Screening COc1cccc(NC(=O)C2(C)CCN2C(=O)CC2CC2)c1 (stereo not drawn) returned PglD DTNB 1, Cneo AK release -11, GSIS activator -7, FN deposition inh 10, CFTR F508del cor 2.3 and C2C12 statin -6.
`O=C(CNC(=O)c1ccccc1F)NC1CCN(Cc2ccccc2)CC1` gave PGC1a acetyl inh 15, PglD DTNB -8, miR122 inh -3, Cneo AK release -5, GSIS activator 3, FN deposition inh -19, CFTR F508del cor 1.2 and C2C12 statin -21.
`Cc1ccc(S(=O)(=O)N(C)C)cc1NS(=O)(=O)c1ccc(Cl)s1` gave PglD DTNB 1, miR122 inh 15, Cneo AK release 0, GSIS activator -30, FN deposition inh 4 and CFTR F508del cor -2.5.
CCc1ccc(CN2CCC(n3nccc3NC(=O)c3ccccc3)CC2)o1 was read as PGC1a acetyl inh -9, PglD DTNB -6, miR122 inh -8, Cneo AK release 4, FN deposition inh -13, CFTR F508del cor -1.3 and C2C12 statin -13.
For Cc1nn(C)cc1NC(=O)C[C@@H]1CC[C@H]2[C@H](COc3ccc(NC(=O)C(C)C)cc3C(=O)N2C)O1 the results were PGC1a acetyl inh 8, PglD DTNB 0, miR122 inh 17[16.7 µM], Cneo AK release 2, GSIS activator 4, FN deposition inh 3, CFTR F508del cor 1.6 and C2C12 statin -10.

Gathered by group: the entries above containing a Cl atom
Screening O=C(COC(=O)c1ccccc1F)Nc1cccnc1Cl returned PGC1a acetyl inh -10, GSIS activator 10, FN deposition inh -1 and CFTR F508del cor -6.5.
`Cc1ccc(S(=O)(=O)N(C)C)cc1NS(=O)(=O)c1ccc(Cl)s1` gave PglD DTNB 1, miR122 inh 15, Cneo AK release 0, GSIS activator -30, FN deposition inh 4 and CFTR F508del cor -2.5.

(listing goes on)
Screening CCc1ccc(NC(=O)c2noc3c2CCc2ccccc2-3)cc1 returned PGC1a acetyl inh 7, PglD DTNB 0, miR122 inh -2, Cneo AK release 6, FN deposition inh -18 and C2C12 statin 10.
For O=C(Cn1cnc2ccccc21)N/N=C/c1ccccc1[N+](=O)[O-] the results were PGC1a acetyl inh 6, PglD DTNB -4, miR122 inh -3, Cneo AK release -1 and GSIS activator -3.
Screening Cc1ccc(C)c(S(=O)(=O)N2CCN(C(=O)Cc3ccccc3)CC2)c1 returned PGC1a acetyl inh 6, PglD DTNB 7, miR122 inh -3, Cneo AK release 2, GSIS activator 4, FN deposition inh 6, CFTR F508del cor -2.4 and C2C12 statin 21.
`CCN1CCCC1CNCC(O)COc1ccc(C(C)(C)C)cc1C` (stereo not drawn) gave PGC1a acetyl inh 3, GSIS activator 3, FN deposition inh 3 and CFTR F508del cor -0.7.
NS(=O)(=O)c1cccc(NC(=O)CSc2nnc(C3CC3)n2Cc2ccccc2)c1 was read as PGC1a acetyl inh 6, miR122 inh -12, GSIS activator 10, FN deposition inh 5, CFTR F508del cor 2.7 and C2C12 statin 3.
For COc1ccc(C(=O)NC2=NCCS2)cc1 the results were GSIS activator 7, FN deposition inh -8, CFTR F508del cor -2.0 and C2C12 statin -5.
Screening C=CCNC(=O)CSc1cc([N+](=O)[O-])cc(S(=O)(=O)Cc2ccccc2)c1 returned PGC1a acetyl inh -3, PglD DTNB 7, miR122 inh -3, Cneo AK release 1, GSIS activator 3, FN deposition inh -6 and C2C12 statin 2.
`CC(OC(=O)c1cccs1)C(=O)NCc1cccs1` (stereo not drawn) gave PGC1a acetyl inh 0, PglD DTNB -1, miR122 inh -6, Cneo AK release 0, FN deposition inh 4 and C2C12 statin 7.
Screening Cc1nn(CCOc2ccccc2)c(=O)n1-c1ccccc1F returned PGC1a acetyl inh 0, PglD DTNB 4, miR122 inh 0, GSIS activator 24 and C2C12 statin -2.
O=C(NCCC(=O)N1CCOCCOCCOCCOCC1)OCc1ccccc1 was read as PGC1a acetyl inh -2, GSIS activator 13, FN deposition inh 2 and CFTR F508del cor 2.7.
O=C(CSCc1ccccc1Cl)Nc1ccc2c(c1)OCCO2 was read as PGC1a acetyl inh -8, PglD DTNB 2, miR122 inh -13, Cneo AK release 4, FN deposition inh 13 and C2C12 statin -2.
`COc1ccc(C(=O)NC(=S)Nc2cccc(Cl)c2N2CCOCC2)cc1[N+](=O)[O-]` gave PGC1a acetyl inh -5, PglD DTNB -3, miR122 inh 2, Cneo AK release 2, GSIS activator -18 and FN deposition inh 1.
CCOc1cc2[nH]c(=S)n(CCC(=O)NCc3ccc(OC)cc3)c(=O)c2cc1OCC was read as PGC1a acetyl inh -1, PglD DTNB -3, miR122 inh -15, Cneo AK release 1, FN deposition inh -1 and C2C12 statin -2.
For COc1cccc(Nc2nc(C(N)COCc3ccccc3)cs2)n1 (stereo not drawn) the results were PGC1a acetyl inh 3, PglD DTNB -5, miR122 inh 3, Cneo AK release -9, GSIS activator -14, FN deposition inh -3, CFTR F508del cor 4.3 and C2C12 statin -2.
Screening Cc1nnc(N2C(=O)C(=O)/C(=C(/O)c3ccc4c(c3)OCCO4)C2c2ccc([N+](=O)[O-])cc2)s1 (stereo not drawn) returned PGC1a acetyl inh 7, PglD DTNB 3, miR122 inh -1, Cneo AK release -3, GSIS activator 12, FN deposition inh 4, CFTR F508del cor 2.3 and C2C12 statin 11.
CC(C)c1ccc(/C=C2\C(=O)N(CCN3CCOCC3)C(=S)N2C)cc1 was read as PGC1a acetyl inh 11, miR122 inh -5, GSIS activator -18, FN deposition inh 2 and CFTR F508del cor 2.8.
NC(Cc1ccc(Cl)cc1)c1csc(Nc2ccc(C(F)(F)F)cn2)n1 (stereo not drawn) was read as PglD DTNB -2, Cneo AK release 5, GSIS activator 26, FN deposition inh -4, CFTR F508del cor 2.3 and C2C12 statin -17.
Screening COCC(=O)Nc1ccc2c(c1)C(=O)N(C)C[C@@H](OC)[C@H](C)CN(C)[C@@H](C)CO2 returned PGC1a acetyl inh 6, PglD DTNB 2, Cneo AK release -11, GSIS activator 6, FN deposition inh 7, CFTR F508del cor -0.7 and C2C12 statin -6.
For CCSc1nc(-c2cccnc2)ccc1C#N the results were PGC1a acetyl inh 28, PglD DTNB 0, miR122 inh -17, Cneo AK release 15, GSIS activator 39, CFTR F508del cor -0.6 and C2C12 statin -11.
Cc1c(S(=O)(=O)NCCc2ccccc2)c(=O)n(C)c(=O)n1C was read as PGC1a acetyl inh 8, PglD DTNB 3, miR122 inh 12, Cneo AK release 2, GSIS activator 24, FN deposition inh -2, CFTR F508del cor -3.5 and C2C12 statin -63.
Screening C=CCOCC(O)Cn1c(N2CCCC2)nc2c1c(=O)n(C)c(=O)n2C (stereo not drawn) returned PGC1a acetyl inh -4, PglD DTNB 2, miR122 inh -5, Cneo AK release 3, GSIS activator 1, FN deposition inh -2, CFTR F508del cor 1.9 and C2C12 statin -2.
Screening COc1cccc(CNC(=O)C[C@@H]2C=C[C@H](NC(=O)C3CCOCC3)[C@H](CO)O2)c1 returned PGC1a acetyl inh -8, PglD DTNB 2, Cneo AK release -1, GSIS activator -3, FN deposition inh -10, CFTR F508del cor 1.3 and C2C12 statin 0.
`COc1ccc(C2=CCC3CCCCN3C2)cc1OC` (stereo not drawn) gave PGC1a acetyl inh 15, PglD DTNB 9, miR122 inh 4, Cneo AK release -1, GSIS activator -8, FN deposition inh -8, CFTR F508del cor 2.9 and C2C12 statin 11.
O=C(CCN1C(=O)/C(=C/c2ccccc2)SC1=S)N[C@@H](CO)Cc1ccccc1 was read as PGC1a acetyl inh 24, PglD DTNB -7, miR122 inh 0, Cneo AK release -1, GSIS activator 4, FN deposition inh 19, CFTR F508del cor -1.2 and C2C12 statin -1.
`COCCCn1c(=O)c2sccc2n2c(CCCC(=O)NCc3ccc(OC)cc3)nnc12` gave PGC1a acetyl inh 0, PglD DTNB -2, miR122 inh 6, Cneo AK release 2, GSIS activator 12, FN deposition inh -6, CFTR F508del cor 4.7 and C2C12 statin -2.
`COc1ccc(C(=O)CCC(=O)NCc2cc(OC)cc(OC)c2)cc1` gave PGC1a acetyl inh -4, PglD DTNB -2, miR122 inh 0, Cneo AK release -2, GSIS activator -8, FN deposition inh -1, CFTR F508del cor 3.8 and C2C12 statin -1.
`CCOC(=O)c1sc2nc(C)nc(SC(C)C(=O)NC3CC3)c2c1C` (stereo not drawn) gave PGC1a acetyl inh 8, PglD DTNB 2, miR122 inh -7, Cneo AK release -1, GSIS activator 9, FN deposition inh -4, CFTR F508del cor 4.5 and C2C12 statin 16.
For COCCCn1c(SCC(=O)Nc2ccc(C(C)=O)cc2)nc2ccccc2c1=O the results were PGC1a acetyl inh 7, miR122 inh 1, Cneo AK release 1, FN deposition inh 7 and C2C12 statin 11.

Assay outcomes: PubChem BioAssay, Broad Institute
